KB-V1 cytotox: kills drug-selected multidrug resistant KB-V1 cells; KB-V1 MDR cells viability, CellTiter-Glo, 72 h; Potency, µM (top dose mostly 46.1 µM), for inactives: at the highest dose activity change, negative = cytotoxicity, most hits filed as cytotoxic; 400,000 compounds, 3.4% hits; AID 1347076; further: potency means the concentration at half of the fitted maximal effect; on the % scale 0 is the no-effect control and ±100 the full control effect; nearly all actives have a fitted effect of over 60% in size
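Compound-treated KB-V1 multidrug-resistant cells, 72 h, 37 degrees C; viability by CellTiter-Glo. Fitted qHTS curves give the values.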
SW480 rerep: DNA re-replication induction in SW480 cells; SW480 DNA re-replication, Hoechst DNA content imaging, 48 h; Potency, µM (doses to about 46.1 µM), inactives show top-dose re-replication activation, usual class: activators; 340,000 compounds, 1.8% hits; AID 624297; further: potency means the concentration at half of the fitted maximal effect; % of control where 0% means no effect; nearly all actives have a fitted effect of over 55% in size
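DNA re-replication was detected as more nuclei of elevated Hoechst intensity after 48 hr exposure to compound (23 nL pinned per well of 250 cells).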
IL1B secr inh: inhibitors of inflammasome signaling (IL-1 beta secretion). activity change, % at 57.5 µM. 360,000 compounds, 4.7% hits. AID 743279. THP-1 LPS/ATP IL-1B secretion, AlphaLISA, 16 h; active compounds read low; in the data active means activity change below about -50%; inconclusive means mostly about -30% to -49%; further: on the % scale 0 is the no-effect control and ±100 the full control effect
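THP-1 cells pretreated 1 hr with compounds (up to 57.5 uM final), then stimulated with LPS (250 ng/mL final) plus ATP (1.25 mM final); secreted IL-1B measured by AlphaLISA after 16 hr, decreased signal indicating inhibition.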
HT1080-NT tox: kills 2HG-producing HT-1080-NT fibrosarcoma cells | HT-1080-NT fibrosarcoma viability, CellTiter-Glo ATP luminescence, 48 h | Potency, µM (titrated, usually from 46.1 µM), inactives show at the top dose activity, negative = less viability, usual class: cytotoxic | 360,000 compounds, 1.6% hits | AID 686970;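 further: NT is the 2HG producing partner of a matched IDH1 knockdown line; potency means the concentration at half of the fitted maximal effect; 0% = DMSO-treated cells and -100% = media-only wells without cells; nearly all actives have a fitted effect of over 55% in size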
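Viability of the 2HG-overproducing fibrosarcoma line after 48 hours of compound exposure at 37 degrees C was determined by luminescence with CellTiter-Glo, and concentration-effect curves were then fitted and categorized.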
GLP1R ag: GLP-1 receptor (human) agonism | P43220 | AID 624172 | HEK293 GLP-1R CRE-luciferase, luminescence, 4-6 h; cells express a hypersensitive GLP-1R form | Potency, µM (top dose mostly 45.6 µM), for inactives: top-dose activation, most hits filed as activators | 380,000 compounds, 0.007% hits; further: potency means the concentration at half of the fitted maximal effect; % of control where 0% means no effect
Target sequence (P43220 whole entry, looked up): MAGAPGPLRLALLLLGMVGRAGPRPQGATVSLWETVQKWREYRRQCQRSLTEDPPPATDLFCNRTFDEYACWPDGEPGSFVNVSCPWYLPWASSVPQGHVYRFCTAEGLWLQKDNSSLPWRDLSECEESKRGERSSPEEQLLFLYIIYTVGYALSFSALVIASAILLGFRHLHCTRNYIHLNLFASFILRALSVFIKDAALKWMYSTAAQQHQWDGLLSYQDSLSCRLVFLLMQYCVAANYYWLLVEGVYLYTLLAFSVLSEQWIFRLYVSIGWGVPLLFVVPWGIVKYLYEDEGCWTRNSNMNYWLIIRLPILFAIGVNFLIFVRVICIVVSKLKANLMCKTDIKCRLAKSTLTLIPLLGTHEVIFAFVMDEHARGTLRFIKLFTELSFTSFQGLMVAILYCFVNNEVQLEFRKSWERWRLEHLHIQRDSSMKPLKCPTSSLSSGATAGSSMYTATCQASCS
D3 antag: blocks the human D3 dopamine receptor; P35462; D3R cells, DiscoveRx beta-arrestin luminescence, antagonist mode; active compounds read low; max response, negative = inhibition, %; 360,000 compounds, 2.5% hits; AID 652054; in the data active means max response below about -50%; inconclusive means no clear call, values can overlap the other calls; further: on the % scale 0 is the no-effect control and ±100 the full control effect; mostly tested at two doses, the higher about 12 µM
Target sequence (P35462 whole entry, looked up): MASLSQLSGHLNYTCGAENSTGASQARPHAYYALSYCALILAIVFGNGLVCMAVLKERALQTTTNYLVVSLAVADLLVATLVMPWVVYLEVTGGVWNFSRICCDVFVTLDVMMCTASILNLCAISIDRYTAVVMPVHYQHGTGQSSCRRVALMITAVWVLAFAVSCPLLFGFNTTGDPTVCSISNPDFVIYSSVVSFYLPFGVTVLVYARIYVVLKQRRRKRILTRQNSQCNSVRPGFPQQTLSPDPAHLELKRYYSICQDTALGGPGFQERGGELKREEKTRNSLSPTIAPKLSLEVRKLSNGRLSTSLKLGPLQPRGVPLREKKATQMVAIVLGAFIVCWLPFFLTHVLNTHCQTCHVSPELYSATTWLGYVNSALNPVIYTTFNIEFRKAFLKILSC
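Cells plated overnight at 1500 cells/well, then exposed to library compounds with dopamine controls for 90 minutes at 37 degrees C. DiscoveRx reagent added for 30–60 minutes at room temperature; luminescence read, quantitative HTS format.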
HT1080 IDH1KD tx: kills HT-1080 cells with IDH1 knockdown | HT-1080 IDH1 knockdown viability, ATP luminescence, 48 h | Potency, µM (series often up to 46.1 µM), without a hit: at the top dose activity, negative = toxicity, usual class: cytotoxic | 360,000 compounds, 2% hits | AID 686971;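 further: potency means the concentration at half of the fitted maximal effect; 0% = DMSO wells and -100% = cell-free medium wells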
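HT-1080-IDH1KD cells (IDH1 knocked down), 750/well in RPMI with 5% FBS, treated with compound 48 h at 37 degrees C. Viability by CellTiter-Glo luminescence, normalised to DMSO and no-cell wells; concentration-response curves classed.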
KB-3-1 tox: KB-3-1 parental cell cytotoxicity; KB-3-1 viability, CellTiter-Glo ATP luminescence, 72 h; Potency, µM (top dose mostly 46.1 µM), without a hit: top-dose activity change, negative = cytotoxic, usual class: cytotoxic; 400,000 compounds, 1.4% hits; further: potency means the concentration at half of the fitted maximal effect; on the % scale 0 is the no-effect control and ±100 the full control effect; nearly all actives have a fitted effect of over 60% in size
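Using CellTiter-Glo luminescence, growth of non-resistant KB-3-1 adenocarcinoma cells is assessed 72 h after pin-tool compound addition at 37 °C. Normalized responses across the concentration series yield fitted curves.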
D3 ag: agonists of human D3 dopamine receptor; P35462; D3R DiscoveRx beta-arrestin cells, luminescence, 90 min; max activation, %; 410,000 compounds, 0.58% hits; in the data active means max activation above about 30%; further: 0% is about no effect; mostly tested at two doses, the higher about 12 µM
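Cells at 1500/well, incubated overnight, then treated with pinned compounds (dopamine as control) for 90 min at 37 degrees C. DiscoveRx reagent added for 30 - 60 minutes at room temperature; luminescence read.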
The depositor's hits bear a star; ? = inconclusive; . = not tested or not shown; & = joins results of further samples; ! = a repeat was not active; [ ] = remark or other dose. Unless noted, the call rests on the fitted dose curve; in most records, active means well fitted curve in the direction sought with a large enough effect; inconclusive means small, poorly fitted or top-dose-only effect, or another doubt; inactive means no such curve, though single readings can be large; an effect the other way counts as inactive or inconclusive.

SMILES	KB-V1 cytotox	SW480 rerep	IL1B secr inh	HT1080-NT tox	GLP1R ag	D3 antag	HT1080 IDH1KD tx	KB-3-1 tox	D3 ag
CC1(C(=O)NS(=O)(=O)c2ccc(Cl)cc2)CCN1C(=O)c1ccco1 (stereo not drawn)	3%	.	19	20%	-3%	-26	7%	0%	-2
CSc1nc(N)nc(C2CC2)n1	-1%	-21%	.	8%	12%	11	-1%	1%	14
Cc1ccc(N2CC(C(=O)Nc3ccccc3C(=O)NC3CCCCC3)CC2=O)cc1 (stereo not drawn)	3.7µM*	0%	-10	6%	1%	30	0%	13%	11
CCc1ccccc1NC(=O)Nc1cc(F)ccc1F	1%	29µM*	-6	5%	11%	0	4%	2%	1
CC(=O)NC(CC(=O)NCCCn1ccc2ccccc21)c1ccccc1 (stereo not drawn)	3%	0%	-4	-12%	-2%	-13	0%	22%	-17
O=C(CCc1ccccc1)NNC(=O)c1ccccn1	-20%	?	108	?	3%	-2	?	?	-4
O=C(/C=C/c1ccc(OC(F)F)cc1)OCC(=O)N1CCc2ccccc21	4%	-9%	15	4%	-6%	-2	-7%	-5%	-3
CC1CCN(CCCn2c(=S)[nH]c3ccc(N4CCOCC4)cc3c2=O)CC1	?	0%	12	4%	-12%	-81*	0%	0%	-55
Cc1[nH][nH]c(=O)c1N=Nc1ccccc1Cl	?	-11%	-3	-4%	16%	-18	-4%	?	-23
Cc1cccn2c(=O)c3cc(C(=O)NCC4CCCO4)c(=N)n(C4CCCC4)c3nc12 (stereo not drawn)	-15%	18µM*	0	3%	12%	3	4%	-26%	-3
Cc1ccc2nc(/C(C#N)=C\c3ccc(Oc4ccc([N+](=O)[O-])cn4)cc3)[nH]c2c1	1%	?	-11	-1%	-11%	-4	-3%	-11%	0
O=[N+]([O-])c1ccc(C2=CSC3=NCCN23)cc1	?	-4%	12	-5%	-3%	23	1%	-2%	-5
CSCc1nc2sc(C(=O)Nc3nc(C)cs3)c(C)c2c(=O)[nH]1	-13%	0%	57	-13%	1%	-2	-20%	16%	19
COc1ccccc1C(=O)C1CCCN(Cc2cn[nH]c2C2CCCCC2)C1 (stereo not drawn)	2%	9%	?	-11%	9%	?	-18%	-3%	-27
Cc1ccc(NC(=O)COS(=O)c2ccc(C)cc2)cc1 (stereo not drawn)	-8%	-1%	43	3%	-7%	-9	2%	0%	-12
COc1cc(/C=C/c2nc3ccccc3s2)cc(OC)c1O	-8%	3%	-11	0%	13%	0	4%	23%	9
CCc1n[nH]c2c1/C(=N\O)CC(c1ccccc1)C2 (stereo not drawn)	?	3%	-3	2%	1%	3	4%	?	4
O=c1[nH]c2ccccc2n2c(-c3ccccc3)nnc12	11%&5%	?	-3	3%	10%	45	1%	?	0
C=CCNc1nc(N)c(C(=O)c2ccc3c(c2)OCO3)s1	-15%	?	?	-1%	-33%[inhibitor]	-1	-11%	-2%	-2
COc1ccc(NC(=O)CN(C)C(=O)c2cn(-c3ccccc3)nc2-c2cccs2)cc1	?	0%	-16	0%	-1%	-18	-2%	6%	-7
Cc1ccc(CN(CC(=O)N/N=C/c2ccccc2[N+](=O)[O-])S(=O)(=O)c2ccc(C)cc2)cc1	-3%	18%	-8	1%	-6%	-9	2%	-28%	-1
CCSc1nnc(-c2ccccc2N=Cc2c(C)[nH]n(-c3ccccc3)c2=O)c(=O)[nH]1	-16%	-10%	21	1%	-5%	31	2%	-3%	0
O=C(N[C@H]1C/C=C\C(c2ccc(F)cc2)N(Cc2ccccc2)C(=O)C1)OCC1c2ccccc2-c2ccccc21 (stereo partly drawn)	0%	6%	-9	-7%	-5%	-13	-12%	0%	-23
O=C(N1CCC(n2nc(-c3ccccc3)oc2=O)CC1)C1(c2ccccc2)CC1	?	3%	-12	-4%	0%	-26	-3%	8%	-3
CCCC#Cc1ccc2c(c1)O[C@H](CN(C)C(=O)CC1CC1)[C@H](C)CN([C@@H](C)CO)S2(=O)=O	26%	.	-14	-14%	14%	-29	-5%	-3%	-3
(further entries)
SMILES	KB-V1 cytotox	SW480 rerep	IL1B secr inh	HT1080-NT tox	GLP1R ag	D3 antag	HT1080 IDH1KD tx	KB-3-1 tox	D3 ag
CCN(c1ccc(NC(=O)CSc2nnc3nc(C)cc(C)n23)cc1)C(C)C	-8%	?	-17	25%	-7%	-2	15%	-4%	4
O=C(NCCCN1CCOCC1)c1ccc2c(=O)n(-c3ccc(F)c(Cl)c3)c(=S)[nH]c2c1	18%	?	27	-10%	1%	-28	-9%	-19%	-7
Cc1ccc(/C=C/S(=O)(=O)NCC(=O)OCC(=O)N2CC(=O)Nc3ccccc32)cc1	4%	23%	41	17%	1%	1	1%	-3%	4
CCCCCc1c(-c2ccccc2)ncn1CCc1ccccc1OC	15µM*	.	0	?	2%	38	?	?	7
COc1ccc(C(=O)NCCS(=O)(=O)NCc2ccc3c(c2)OCO3)cc1	19%	-3%	0	3%	0%	12	8%	18%	2
COc1ccc(OC)c(CNCc2ccc3c(c2)OCO3)c1	-19%	-8%	-9	1%	18%	-23	-1%	-6%	-7
O=C(Nc1cccc([N+](=O)[O-])c1)Nc1cccc([N+](=O)[O-])c1	0%	8%	-57*	?	1%	-17	?	-17%	-2
Cc1cccc(C)c1OCC(O)CNC(C)C (stereo not drawn)	7%	1%	11	-2%	-2%	-7	-1%	5%	4
Cn1c(=O)c2c(nc(NCCc3ccccc3)n2Cc2ccc(Cl)cc2)n(C)c1=O	?	.	.	.	0%	.	.	?	1
Cc1c(C=NNC(=O)c2ccc(Br)cc2)c2ccccn2c1C(=O)c1ccncc1	-2%	-7%	-11	2%	6%	5	12%	3%	-2
COc1ccc(-n2c(SCC(=O)O)nnc2-c2ccc(NC(=O)c3ccccc3)cc2)cc1	14%	-6%	3	4%	14%	26	3%	-2%	3
Cn1ncc2c(NNC(=O)Cc3ccccc3)ncnc21	4%	-2%	18	21%	-6%	8	21%	5%	-1
COc1ccc(S(=O)(=O)N(CC(=O)NCc2ccccn2)c2ccc(Cl)cc2)cc1	?	-12%	-54*	-27%	4%	?	-1%	14%	-9
COc1ccc2occ(C(=O)c3ccc(N)cc3)c2c1	0%	-2%	-24	5%	4%	3	0%	2%	6
COc1ccc(/C=C/C(=O)NCC(=O)N=Nc2c(O)[nH]c3ccc([N+](=O)[O-])cc23)cc1	14%	?	29	7%	6%	-7	2%	3%	-2
Cc1oc2cc3oc(=O)c(CCC(=O)NCCCn4ccnc4)c(C)c3cc2c1C	3%	7%	-52*	-4%	4%	-29	-6%	-1%	-8
O=C(Nc1nc(SCc2ccc(F)cc2)ns1)c1ccco1	-25%	3%	12	-12%	-1%	-11	-5%	-6%	1
COCCCn1cnc2oc3nc4ccccc4nc3c2c1=O	19%	-10%	-4	13%	-11%	16	10%	23%	2
C/C(CC(=O)NC(C)c1ccccc1)=N\NC(N)=S (stereo not drawn)	20%	-5%	-8	7%	8%	11	1%	-7%	6
Cc1ccc(C)c(Cn2c(CN(C)Cc3ccccc3)nc3c2c(=O)n(C)c(=O)n3C)c1	0%	-3%	-7	-7%	2%	-7	-6%	?	3
Cc1nn(-c2ccc(F)cc2)c(-n2cccc2)c1C(=O)N1CCCCC1C (stereo not drawn)	?	.	.	.	-5%	.	.	3%	8
CCOC(=O)c1cc(-c2cccnc2)nn1-c1ccccc1	4%	-4%	-98*	-14%	15%	15	-11%	-4%	-2
COCCn1c(SCC(=O)Nc2cccnc2Cl)nc2ccccc2c1=O	-11%	-1%	17	-11%	5%	19	-10%	-3%	1
CN1CCN(CCCNC(=O)CCC(=O)N2CCOc3ccccc32)CC1	11%	-1%	-4	2%	8%	5	8%	1%	3
O=C(CCNC(=O)c1ccco1)NCCc1c[nH]c2ccccc12	15%	3%	13	0%	-9%	21	-8%	-6%	2

A section of the results above, as a working copy:
SMILES	KB-V1 cytotox	SW480 rerep	IL1B secr inh	HT1080-NT tox	GLP1R ag	D3 antag	HT1080 IDH1KD tx	KB-3-1 tox	D3 ag
Cn1ncc2c(NNC(=O)Cc3ccccc3)ncnc21	4%	-2%	18	21%	-6%	8	21%	5%	-1
COc1ccc(S(=O)(=O)N(CC(=O)NCc2ccccn2)c2ccc(Cl)cc2)cc1	?	-12%	-54*	-27%	4%	?	-1%	14%	-9
COc1ccc2occ(C(=O)c3ccc(N)cc3)c2c1	0%	-2%	-24	5%	4%	3	0%	2%	6

(next part)
SMILES	KB-V1 cytotox	SW480 rerep	IL1B secr inh	HT1080-NT tox	GLP1R ag	D3 antag	HT1080 IDH1KD tx	KB-3-1 tox	D3 ag
COc1ccccc1NC(=O)COC(=O)C1=NN(c2ccccc2)C(=O)CC1	13%	4%	-4	-1%	-1%	24	-1%	29%	-5
CCN(CC)S(=O)(=O)c1cccc(C(=O)N[C@H](C(=O)NCc2ccccc2F)C(C)C)c1	-7%	14%	29	14%	-1%	?	2%	4%	-4
CC(=O)Nc1ccc(NC(=O)C(C)OC(=O)CSc2ccc(Br)cc2C)cc1 (stereo not drawn)	1%	-4%	-16	2%	-7%	-15	-1%	1%	-8
Cc1cc(NC(=O)c2ccc([N+](=O)[O-])cc2Cl)no1	22%	-7%	-21	-2%	7%	0	-1%	21%	-3
CCOc1ccc(C2c3c(oc4cc(C)c(C)cc4c3=O)C(=O)N2CCCN(C)C)cc1OC (stereo not drawn)	16%	2%	-19	0%	7%	2	0%	1%	1
COc1ccccc1CNC(=O)CCC(=O)n1ncc2cc(C)ccc21	14%	1%	7	1%	2%	-2	10%	12%	2
CCCn1c(SCC(=O)c2c[nH]c3ccccc23)nnc1-c1ccncc1	0%	-4%	10	-5%	17%	9	0%	2%	3
CCc1ccc(OCC(O)CN2CCN(c3ccccc3)CC2)cc1 (stereo not drawn)	?	1%&4%	9&-9	-4%&0%	6%&7%	-57*!	-17%&-3%	2%&-3%	41*!
CCCn1c(O)c(N=NC(=O)CNC(=O)c2ccncc2)c2ccccc21	-25%	-7%	9	-1%	19%	-7	-2%	12%	-3

Source: PubChem BioAssay (National Center for Advancing Translational Sciences (NCATS))
